Screening data: PubChem BioAssay, The Scripps Research Institute Molecular Screening Center
FBW7 activator: human FBW7 E3 ligase activation, primary screen. Q969H0. AlphaScreen FBW7–phospho-cyclin E peptide binding, activator screen. normalized activity (activation), % at 26.1 µM. hit rate 0.13% among 650,000; in the data active = normalized activity above about 1.9%;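 note: purified mutant Fbw7 with reduced substrate affinity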
GPR151 activ: human GPR151 activation; activation, % at 11.2 µM; PathHunter beta-arrestin GPR151 cells, luminescence; hit rate 1% among 650,000; AID 1508602; in the data active = activation above about 4.9%;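 note: 0% = median of compound wells and 100% = cells with positive control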
Target sequence (Q8TDV0 whole entry, looked up): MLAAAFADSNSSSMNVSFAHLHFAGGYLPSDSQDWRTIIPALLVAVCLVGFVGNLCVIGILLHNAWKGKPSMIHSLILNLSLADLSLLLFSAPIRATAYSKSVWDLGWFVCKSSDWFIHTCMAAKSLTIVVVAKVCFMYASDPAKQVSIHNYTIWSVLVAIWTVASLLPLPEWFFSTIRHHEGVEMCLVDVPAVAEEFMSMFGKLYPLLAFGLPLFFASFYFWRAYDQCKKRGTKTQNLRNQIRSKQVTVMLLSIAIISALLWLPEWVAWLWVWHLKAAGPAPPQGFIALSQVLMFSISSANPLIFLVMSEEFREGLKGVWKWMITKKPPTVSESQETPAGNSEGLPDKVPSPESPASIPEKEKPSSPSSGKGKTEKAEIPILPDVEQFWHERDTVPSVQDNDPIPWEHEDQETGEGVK
MITF inh: blocks human microphthalmia-associated transcription factor; AlphaScreen MITF homodimerization, bead proximity signal; AID 1259374; inhibition, % at 2.6 µM; O75030; hit rate 0.91% among 650,000; in the data active = inhibition above about 50%;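 note: 0% = vehicle wells with protein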
Target sequence (O75030 whole entry, looked up): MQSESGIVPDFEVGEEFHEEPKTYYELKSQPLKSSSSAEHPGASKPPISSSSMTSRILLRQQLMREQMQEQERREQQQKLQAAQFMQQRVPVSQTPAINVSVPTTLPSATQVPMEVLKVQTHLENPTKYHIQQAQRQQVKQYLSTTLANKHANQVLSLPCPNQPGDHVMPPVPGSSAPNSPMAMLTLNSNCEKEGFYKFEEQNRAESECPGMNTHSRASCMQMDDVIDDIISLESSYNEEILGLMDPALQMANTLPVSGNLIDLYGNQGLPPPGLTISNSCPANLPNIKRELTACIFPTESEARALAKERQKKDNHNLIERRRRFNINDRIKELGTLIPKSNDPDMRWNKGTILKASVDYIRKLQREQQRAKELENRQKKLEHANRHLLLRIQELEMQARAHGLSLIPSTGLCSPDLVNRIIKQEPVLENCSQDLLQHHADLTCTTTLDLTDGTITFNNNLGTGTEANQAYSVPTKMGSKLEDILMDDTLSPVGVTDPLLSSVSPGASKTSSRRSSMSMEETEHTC
TEAD-YAP block: TEAD-YAP interaction inhibition; HEK-TIYL cells, TEAD-Gal4/YAP UAS-luciferase luminescence; inhibition, % at 9.12 µM; hit rate 1.4% among 640,000; in the data active = inhibition above about 32%;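 note: 0% = median of test compound wells and 100% = reference inhibitor wells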
* = called active by the depositor.

SMILES	FBW7 activator	GPR151 activ	MITF inh	TEAD-YAP block
CN(C)c1nc2ccccc2cc1CN1CCC2(CC1)NC(=O)c1ccccc1O2	0.0	-0.7	-14	-11
O=C(CSc1nnc2c3ccccc3n(CCc3ccccc3)c2n1)NCc1ccco1	-0.1	-0.5	5	-7
Cn1c(C(=O)N2CCc3c([nH]c4ccccc34)C2C2CCCCC2)cc(=O)n(C)c1=O (configuration not stated)	0.1	-0.4	2	3
CCNc1cc(Nc2ccccc2)ncn1	0.1	-0.4	-9	-31
CCOC(=O)N/N=C\c1cc(Br)cs1	-0.2	0.1	1	-31
Fc1ccc(CNc2ncnc3c2c(-c2ccccc2)cn3-c2ccc(Br)cc2)cc1	0.1	0.5	17	1
CC(C)Oc1ccc(CNC(=O)c2ccc3c(c2)N(C)CCS3)cc1	0.6	0.1	9	3
CCOC(=O)c1c(C)oc2ccc(OCC(=O)c3ccccc3)cc12	0.3	-1.6	4	7
CCOC(=O)c1c(NC(=O)CSc2cn(Cc3cccc(F)c3)c3ccccc23)sc2c1CCC2	0.2	-0.7	14	-11
O=C1c2cc(Br)c([N+](=O)[O-])cc2C(=O)N1c1ccccc1	0.3	1.4	13	3
O=C(c1ccc(-c2ccccc2)cc1)N1CCN(Cc2cccnc2)CC1	0.2	0.8	68*	-10
C=CCNc1sc(C(=O)c2cccs2)c(N)c1C#N	-0.1	0.6	14	8

Gathered by group, those above containing a thiophene ring, fused or not
SMILES	FBW7 activator	GPR151 activ	MITF inh	TEAD-YAP block
CCOC(=O)N/N=C\c1cc(Br)cs1	-0.2	0.1	1	-31
CCOC(=O)c1c(NC(=O)CSc2cn(Cc3cccc(F)c3)c3ccccc23)sc2c1CCC2	0.2	-0.7	14	-11
C=CCNc1sc(C(=O)c2cccs2)c(N)c1C#N	-0.1	0.6	14	8

Further structures follow.
SMILES	FBW7 activator	GPR151 activ	MITF inh	TEAD-YAP block
Cc1ccc(NC(=O)CSc2nnc3[nH]c(=O)ccn23)cc1	0.0	-1.1	-10	-3
Cc1cccc(N2C(=O)CN=C2Nc2ccc(C)c(C)c2)c1	0.0	2.8	10	-4
NC(=O)Cc1cn(-c2ccc(N3CCCC3CO)nn2)c2ccccc12 (configuration not stated)	0.1	-2.2	-3	-1
CCOc1ccc(C(=O)NC(=S)Nc2cccnc2)cc1Cl	0.2	7.1*	-12	-1
CCOC(=O)C1=CN(Cc2ccc(F)cc2)C=C(C(=O)OCC)C1c1cccc(OCc2ccccc2)c1	0.5	2.0	-21	11
CC(=O)c1cccc(NC(=O)CN(Cc2ccc(Cl)cc2)S(C)(=O)=O)c1	0.1	-1.5	10	9
O=C(NN(CCc1ccncc1)C1=NS(=O)(=O)c2ccccc21)c1ccccc1	-0.1	1.1	12	-5
COc1ccc(N2CCN(C(=O)c3cccc(C)c3)CC2)cc1	0.1	0.5	15	2
CNc1nc(C)nc(-n2nc(C)cc2C)n1	0.1	-0.6	12	-11
COc1ccc(N2C(=O)CN(C(C)Cc3ccc(O)c(OC)c3)CC2(C)C)cc1 (configuration not stated)	0.0	-1.0	-13	0
COCCn1nnnc1C(c1cc2ccc(OC)cc2[nH]c1=O)N1CCc2ccccc2C1 (configuration not stated)	0.0	0.4	12	0
CCOc1ccccc1NC(=O)COc1c(C)ccc(C)c1C	0.0	0.8	-1	-7
Cc1ccc(C(=O)Nc2ccc3nc(SCC(=O)Nc4cccc([N+](=O)[O-])c4)sc3c2)cc1	0.5	-1.6	8	-24
CCCOC(=O)C1=C(C)NC2=C(C(=O)CC(c3ccc(OC)c(OC)c3)C2)C1c1ccccc1OC (configuration not stated)	0.6	-1.3	11	13
COc1ccc(Br)cc1C(=O)N/C(=C\c1cccc([N+](=O)[O-])c1)C(=O)Nc1cccc(F)c1	0.0	-1.3	-11	7
O=[N+]([O-])/C(C=NCc1ccccc1)=C/NCc1ccccc1	-0.2	-0.3	2	-2
Cc1ccc(C)c(Cn2c(C)c(CNCc3ccccc3)c(C(=O)O)c2C)c1	-0.1	0.4	19	-3
C=CCOc1ccc(/C=C2/NC(=O)N(c3cccc(Cl)c3)C2=O)cc1	-0.1	0.1	5	-2
Cc1nn(CC(=O)Nc2ccc(Oc3ccc(Cl)cc3)cc2)c(C)c1[N+](=O)[O-]	-0.2	-1.3	-13	-3
Cc1cc2nc3s/c(=C\c4ccc(-c5cc(C)c(C)c([N+](=O)[O-])c5)o4)c(=O)n3c2cc1C	-0.1	-0.3	-1	-5
CCOC(=O)N1CCC(NCCNC(=O)c2ccc(F)cc2)CC1	-0.1	0.9	28	2
O=C(NCCCN1CCCC1=O)c1cccc(-c2csc3ccccc23)c1	0.2	-0.3	-1	4
CN(C)c1nc2c(c(=O)[nH]c(=O)n2C)n1Cc1cccc(Br)c1	-0.1	3.9	-1	-1
CCN(CC)C(=O)Cn1cnc2sc(C(=O)N3CCN(c4ccc(OC)cc4)CC3)c(C)c2c1=O	-0.2	0.9	-3	-1
CN(Cc1ccco1)C(=O)C(=O)Nc1ccc2nc3n(c(=O)c2c1)CCCCC3	-0.2	-0.8	-3	-7
CC(=O)NC(NC(=S)Nc1ccccc1O)C(Cl)(Cl)Cl (configuration not stated)	0.5	-1.7	-9	-5
CCOc1ccc(NC(=O)CCC(=O)OCC(=O)c2ccc(C)c([N+](=O)[O-])c2)cc1	0.1	0.5	13	2
Cc1cccc(/N=C/C2=C(O)CC(C)(C)CC2=O)n1	-0.2	1.9	-7	-9
O=C(CSc1nnc(NC(=O)Cc2cccs2)s1)Nc1ccc(F)cc1	0.1	-0.1	-6	-1
CC1(C2CC2)NC(=O)N(CC(=O)NCC(=O)Nc2ccc(F)c(F)c2F)C1=O (configuration not stated)	-0.2	1.1	-9	2
Cc1ccc(-c2cn3c4ccccc4nc3n2CCCO)cc1	0.2	0.3	12	-16
CCOc1ccc(-c2nnn(CC(=O)Nc3cc(OC)ccc3OC)n2)cc1OCC	-0.1	-0.6	-6	1
O=C(Nc1ccc(-c2nc3ccccc3o2)c(O)c1)c1cccc([N+](=O)[O-])c1	-0.1	0.7	-1	-19
CCC(=O)n1nc(-c2ccc(OC)cc2)nc1N	0.5	1.9	24	-8
COc1ccc(C2=NN(C(=O)CSc3nnc(CNC(=O)c4ccco4)n3-c3cccc(C)c3)C(c3cccc(OC)c3OC)C2)cc1 (configuration not stated)	0.1	0.1	6	7
COc1ccc([N+](=O)[O-])cc1N(CC(O)CN1C(=O)NC(C)(C)C1=O)S(=O)(=O)c1ccccc1 (configuration not stated)	0.0	1.0	-10	4
CCCCS(=O)(=O)/C=C/SC(=N)N	-0.3	1.5	7	-2
CN(C)c1cccc(-c2cnc3ccc(NCCCO)nn23)c1	1.0	0.4	15	27
Cc1nnc2ccc(-c3cccc(NC(=O)c4cc(Br)ccc4Cl)c3)nn12	-0.2	1.2	0	19
FC(F)(F)c1ccc(Nc2nc(NCc3cccc(C(F)(F)F)c3)c3ncn(C4CCCCC4)c3n2)cc1	0.1	-0.1	-12	-2
Cc1ccccc1NC(=O)c1ccc(F)c(S(=O)(=O)N(C)Cc2ccccc2)c1	0.0	1.4	0	-2
Cc1ccc(-c2nc(C(=O)Nc3ccccc3C(N)=O)c3n2CCCCC3)cc1	0.1	-0.1	2	-17
C=CCSc1nc2sc3c(c2c(=O)n1CC(=C)C)CCCC3	0.0	-1.3	-6	-9
CCCCOc1cccc(C(=O)Nc2cccc(-c3nc4cc(C)cc(C)c4o3)c2)c1	0.0	-1.4	-14	-10
Cn1c(=O)c2c(ncn2CC(=O)NC(C)(C)CC(C)(C)C)n(C)c1=O	0.2	-1.0	10	5
O=C(C1CCCCC1)N(c1cccc(Cl)c1)C1C=CS(=O)(=O)C1 (configuration not stated)	0.1	0.4	6	-9
CC(=O)c1ccc(C(C)(C)C)cc1NC(=O)c1ccccc1	-0.1	0.4	17	0
Cc1cc(NC(=O)c2nccnc2C(=O)O)ccc1F	0.0	1.3	12	11

Entries listed so far that have bromine, in the order listed:
SMILES	FBW7 activator	GPR151 activ	MITF inh	TEAD-YAP block
CCOC(=O)N/N=C\c1cc(Br)cs1	-0.2	0.1	1	-31
Fc1ccc(CNc2ncnc3c2c(-c2ccccc2)cn3-c2ccc(Br)cc2)cc1	0.1	0.5	17	1
O=C1c2cc(Br)c([N+](=O)[O-])cc2C(=O)N1c1ccccc1	0.3	1.4	13	3
COc1ccc(Br)cc1C(=O)N/C(=C\c1cccc([N+](=O)[O-])c1)C(=O)Nc1cccc(F)c1	0.0	-1.3	-11	7
CN(C)c1nc2c(c(=O)[nH]c(=O)n2C)n1Cc1cccc(Br)c1	-0.1	3.9	-1	-1
Cc1nnc2ccc(-c3cccc(NC(=O)c4cc(Br)ccc4Cl)c3)nn12	-0.2	1.2	0	19

(next part)
SMILES	FBW7 activator	GPR151 activ	MITF inh	TEAD-YAP block
O=C1c2cc([N+](=O)[O-])ccc2SC2=NCCN12	0.2	0.6	2	4
Cc1nc(NC2CCN(S(=O)(=O)c3ccc(C(F)(F)F)cc3)CC2)[nH]c(=O)c1C	-0.1	-1.2	-3	-4
O=C(CC1(C(F)(F)F)NN=C(c2ccccc2)S1)c1ccc(Cl)cc1 (configuration not stated)	0.1	-0.5	13	-58
CCOc1ccc2c(C)nc(/N=C(\N)NC(=O)CC)nc2c1	-0.1	0.0	2	-52
CCOc1ccccc1C(=O)NCCc1c(C)[nH]c2ccccc12	-0.2	2.1	-8	-12
CCCCC(C(=O)O)C(C)CC(=O)Nc1ccccc1OC (configuration not stated)	0.2	-0.3	-5	6
O=C(Nc1ccnc(-c2cccnc2)n1)c1ccc(F)cc1	0.1	-0.4	-1	6
CC(C)(C)CC(C)(C)c1ccc(OCC(O)CN2CCOCC2)cc1 (configuration not stated)	0.0	0.1	-11	6
Cc1cccc(NC(C)C(=O)N/N=C/c2ccc(N(C)C)cc2)c1 (configuration not stated)	0.0	-0.5	10	6
COc1cc2[nH]c(=O)n(CCCCC(=O)N3CCN(c4cc(C)ccc4C)CC3)c(=O)c2cc1OC	-0.2	-0.9	11	-9
COc1cc(OC)cc(C(=O)Nc2cc3c4c(c2)C(C)C(=O)N4CCC3)c1 (configuration not stated)	0.2	0.3	10	-3
COc1ccc(C2CC(=O)C3=C(C2)Nc2ccccc2NC3c2cccc(C)c2)cc1OC (configuration not stated)	0.0	0.5	6	2
N#Cc1c(SCc2ccccc2)nc2c(c1-c1ccc(Cl)cc1)CCCC2	-0.1	-0.1	-5	-10
CN(C)CCCNS(=O)(=O)c1ccc(N2CCC(c3ccc(Cl)cc3)=N2)cc1	1.5	2.8	-3	6
OC1(CC#CCN2CCCC2)c2ccccc2-c2ccccc21	0.2	-0.4	15	1
COC(=O)c1ccccc1Nc1ccn2c(=O)c3ccccc3nc2n1	0.1	-1.3	9	-38
CC1=C(C(N)=O)C(c2ccccn2)n2nc(SCc3ccccc3Cl)nc2N1 (configuration not stated)	-0.1	0.3	-7	2
c1ccc(CCn2nnnc2CN2CCSCC2)cc1	-0.1	-1.3	11	-2
CC(=O)c1ccc(NC(=O)C(C)(C)Oc2ccc(Cl)cc2)cc1	0.1	1.5	-3	0
COc1ccc(CCNC2CC(=O)N(c3ccc(C)c(Cl)c3)C2=O)cc1 (configuration not stated)	0.1	0.6	7	7
CCOc1cc(CN2CCN(C3CCCCC3)C(CCO)C2)ccc1O (configuration not stated)	-0.1	1.7	-2	-8
N#Cc1cnn(Cc2cccc(Cl)c2)c1N	0.4	0.5	15	19
Cc1cc(C(=O)COC(=O)c2ccc([N+](=O)[O-])o2)c(C)n1CC1COc2ccccc2O1 (configuration not stated)	0.1	-1.2	11	7
O=C1CS/C(=N\N=C\C2=C(c3ccccc3)C3C=CC2C3)N1 (configuration not stated)	-0.1	1.6	-3	-1
O=C(Nc1ccc(-c2nc3cc(NC(=O)c4cccs4)ccc3o2)cc1)c1cccs1	-0.2	-0.3	4	-8
COCCCNC(=O)COc1cc(C)ccc1C	-0.1	0.4	-2	-8
O=C(C1CC1)N1CCc2cc(S(=O)(=O)Nc3ccc4c(c3)OCO4)ccc21	-0.7	2.3	4	-11
CCCc1cc(=O)n2c(nc3ccccc32)[nH]1	0.1	-0.9	0	-12
COc1ccccc1C(=O)O/N=C(\N)c1cccc(Br)c1	0.6	0.9	-3	-66
COc1cccc(/C=C2/SC(=S)NC2=O)c1	0.1	-0.9	-3	2
Fc1ccc(-c2nc(-c3ccccc3)c(-c3cccs3)[nH]2)cc1	0.1	1.4	-2	24
CCOC(=O)C1=C(C)N=c2s/c(=C\c3ccc(C(=O)OC)cc3)c(=O)n2C1c1ccc(OC)cc1 (configuration not stated)	0.1	2.4	-2	0
COc1ccccc1N(CC(=O)Nc1ccc(S(=O)(=O)N2CCOCC2)cc1)S(=O)(=O)c1ccc(C)cc1	0.0	1.9	7	-3
Cc1cccn2c(C(=O)C(F)(F)F)cnc12	-0.2	-1.2	-6	7
CN(C)C(=O)CSc1nnc(CNc2ccccc2)o1	0.0	-0.1	3	2
Cc1ccc(-n2nc3ccc(NC(=O)c4ccc([N+](=O)[O-])cc4Cl)cc3n2)cc1	0.2	-0.2	5	4
CCOc1cc(-c2noc(-c3ccccc3F)n2)ccc1OC	0.1	-1.5	-1	-3
O=C(NCc1cccnc1)C(=O)NCC1OCCCN1S(=O)(=O)c1ccccc1 (configuration not stated)	-0.1	0.7	6	4
CC(C)[C@H]1NC(=O)[C@H]2CN(S(=O)(=O)c3ccc(Cl)cc3)CCN2C1=O	0.0	0.1	22	-9
